hERG rescue: shields human hERG channel from block by proarrhythmic agents; Q12809; actives 0.51% (n = 310,000); activation (rescue from dofetilide block), less the hit threshold, % at 10 µM; CHO-hERG, FluxOR thallium flux, dofetilide IC70 present;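 active = activation above the mean of controls blocked by dofetilide plus 5 SD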;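 also: thallium influx through hERG after potassium depolarization seen as dye fluorescence rise; in these data hits start at about 4.7%; inactives centre near -7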
KCNQ1 inh: inhibitors of human KCNQ1 potassium channel | CHO-K1 KCNQ1, FluxOR thallium flux fluorescence; active compounds read high | B-score at 10 µM | actives 1.3% (n = 310,000) | AID 2642;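 active = compounds whose thallium flux B-score, printed positive for inhibition, exceeds three library SD while starting fluorescence stays within three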;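 also: channel opened by potassium depolarization with thallium stimulus after 20 min compound exposure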
TMEM16A act: activators or potentiators of mouse TMEM16A chloride channel; Q8BHY3; HEK293 TMEM16A/YFP-H148Q/I152L, iodide quench fluorescence; active compounds read low; B-score at 10 µM; actives 0.3% (n = 340,000); AID 623877;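 active = fluorescence-ratio B-score plate-corrected deviation score at least 3 library SD below zero, with starting fluorescence score within 5 deviations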;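 also: channel opened by trigger with iodide after compound preincubation; score built on the fluorescence ratio of max minus min over baseline; more negative score means more quench and so TMEM16A activation or potentiation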
Target sequence (Q8BHY3 whole entry, looked up): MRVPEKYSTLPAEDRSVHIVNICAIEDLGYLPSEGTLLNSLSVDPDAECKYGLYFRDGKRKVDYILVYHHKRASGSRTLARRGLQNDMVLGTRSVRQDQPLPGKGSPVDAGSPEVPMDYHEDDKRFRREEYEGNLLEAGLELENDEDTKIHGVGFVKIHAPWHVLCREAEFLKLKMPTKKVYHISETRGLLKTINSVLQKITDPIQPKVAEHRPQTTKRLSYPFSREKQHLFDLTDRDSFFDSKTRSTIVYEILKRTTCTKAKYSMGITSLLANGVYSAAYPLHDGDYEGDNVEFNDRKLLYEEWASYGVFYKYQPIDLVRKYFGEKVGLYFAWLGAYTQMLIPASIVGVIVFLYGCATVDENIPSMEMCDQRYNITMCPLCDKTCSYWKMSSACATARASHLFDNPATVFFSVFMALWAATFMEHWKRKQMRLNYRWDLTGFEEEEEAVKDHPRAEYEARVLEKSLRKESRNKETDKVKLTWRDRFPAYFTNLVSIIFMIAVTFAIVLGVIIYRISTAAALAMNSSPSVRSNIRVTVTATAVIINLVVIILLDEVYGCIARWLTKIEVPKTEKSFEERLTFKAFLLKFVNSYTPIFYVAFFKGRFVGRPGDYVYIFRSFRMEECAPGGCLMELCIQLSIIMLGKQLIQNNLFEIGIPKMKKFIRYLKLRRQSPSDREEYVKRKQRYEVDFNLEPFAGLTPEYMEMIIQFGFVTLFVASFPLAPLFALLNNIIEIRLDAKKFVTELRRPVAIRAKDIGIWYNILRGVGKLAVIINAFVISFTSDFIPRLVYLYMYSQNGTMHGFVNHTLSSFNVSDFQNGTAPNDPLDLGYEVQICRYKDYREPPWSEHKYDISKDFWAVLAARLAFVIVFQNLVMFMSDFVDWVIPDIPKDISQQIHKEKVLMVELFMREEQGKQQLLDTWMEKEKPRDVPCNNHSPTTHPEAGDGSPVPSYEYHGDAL
KCNK9 inh: human KCNK9 channel inhibition. AID 488922. HEK293 KCNK9, FluxOR thallium flux fluorescence; active compounds read low. B-score at 10 µM. actives 1.2% (n = 310,000). Q9NPC2;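 active = ratio B-score over 3 SD below the library mean, with starting fluorescence within 5 SD of its mean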;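 also: negative B-score means less thallium flux so channel inhibition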
KCNQ1 pot: potentiates or activates the human KCNQ1 potassium channel; P51787; AID 2648; actives 0.35% (n = 310,000); CHO-K1 KCNQ1, thallium flux FluxOR fluorescence; active compounds read high; B-score at 10 µM;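 active = fluorescence ratio B-score, a plate-corrected score, at least three library SD, with initial intensity B-score within 5 SD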
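Medium – assay buffer, equal DMSO in all wells · Material – CHO-K1 cell line with stable KCNQ1 potassium channel expression · Signal – kinetic FluxOR thallium fluorescence, 10-s 1-Hz baseline, 110-s post-stimulus read · Compound – single concentration per compound, DMSO matched to controls · Schedule – 37 °C overnight plating, 90-min dark dye load, 20-min compound pretreatment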
KCNK3 block: human KCNK3 channel inhibition, primary screen; actives 0.84% (n = 340,000); CHO-KCNK3 thallium flux, FluxOR fluorescence; active compounds read low; B-score at 10 µM; O14649;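 active = B-score under library mean minus 4 SD, starting fluorescence ratio at most library mean plus 5 SD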;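 also: more negative B-score means stronger inhibition of thallium flux through KCNK3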
HDAC3 inhib: blocks human histone deacetylase 3 | recombinant HDAC3, fluorogenic peptide/trypsin coupled, fluorescence | actives 0.15% (n = 320,000) | AID 2718 | inhibition, % at 8.3 µM | O15379; in the data active = inhibition above about 26%, passing the limit was not always enough
TRPC4 potent: allosteric potentiators of mouse TRPC4 channel; actives 0.42% (n = 310,000); AID 2227; HEK293 TRPC4beta/mu-opioid, DAMGO EC20, Fluo-4 Ca2+ flux; active compounds read high; B-score at 10 µM; Q9QUQ5;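 active = B-score of calcium response area above 5 SD of library B-scores, with initial fluorescence ratio within 5 SD of library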;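 also: B-score of integrated fluorescence ratio over time as area under calcium response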
TRPC4 act: opens the mouse TRPC4 cation channel | Q9QUQ5 | B-score at 10 µM | HEK293 TRPC4beta/mu-opioid, Fluo4 calcium fluorescence; active compounds read high | AID 2237 | actives 0.49% (n = 310,000);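 active = B-score above 5 SD of library B-scores, and initial fluorescence ratio not above library mean plus 5 SD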;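 also: positive B-score marks a calcium rise read as TRPC4 activation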
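Technique: kinetic Fluo4 calcium fluorescence; Test system: TRPC4beta and mu-opioid receptor HEK293 stable cells; Measure: B-scored integrated calcium fluorescence ratio; Benchmarks: low control buffer alone, high control maximal DAMGO; Schedule: 45 min room-temperature Fluo4 loading, 110 s read.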
DYRK1A inh: Dyrk1A (rat) kinase inhibition; inhibition, % at 12.5 µM; actives 0.43% (n = 310,000); ADP-Glo luminescence, NFATc1 peptide; in the data active = inhibition above about 50%;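 also: plate controls were vehicle with enzyme for no effect and no enzyme for full effect; many of its hits are not listed in these tables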
ANO1 block: blocks the mouse calcium-activated chloride channel TMEM16A; Q8BHY3; HEK293 TMEM16A/YFP iodide influx fluorescence, ionomycin; normalized B-score (activity score, 25-100; higher = stronger inhibition) at 10 µM; actives 1.2% (n = 310,000);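 active = ratio plate-corrected score three or more library SD toward inhibition, starting fluorescence score within five deviations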;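 also: score derived from kinetic fluorescence span divided by baseline fluorescence per well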
Active calls of the source: *; i = inactive; . = not tested or not shown. These rows are one share of the data, so the mix of outcomes need not match the whole.

SMILES | KCNK9 inh | TRPC4 potent | DYRK1A inh | hERG rescue | KCNQ1 pot | ANO1 block | KCNQ1 inh | HDAC3 inhib | TMEM16A act | TRPC4 act | KCNK3 block
CCc1ccc(/C=C2\Oc3cc(OC(=O)N4CCOCC4)ccc3C2=O)cc1 | i | i | -0.5 | -5.8 | i | i | i | 1.2 | i | i | i
Cc1ccc(CNCc2ccccc2Cl)cc1 | i | i | 1.6 | -0.7 | i | i | i | -1.6 | i | i | i
O=C(N/N=C/CCc1ccccc1)c1ccc(CN2c3cccc4cccc(c34)S2(=O)=O)cc1 | i | i | -4.5 | -5.4 | i | i | i | -3.3 | i | i | i
CCOc1ccc(C2CC(c3ccc(F)cc3)Nc3nc(N)nn32)cc1 (configuration not stated) | i | i | 12.8 | -7.3 | i | i | i | -7.7 | i | i | i
O=C(CN1C(=O)C2CCCCC2C1=O)Nc1ccccc1N1CCCC1 (configuration not stated) | i | i | 6.1 | -11.6 | i | i | i | -1.8 | i | i | i
CCn1c(=O)cc(OCC(=O)Nc2cc(C)ccn2)c2ccccc21 | i | i | -1.6 | -19.5 | i | i | i | -14.3 | i | i | i
Cc1ccc2c(c1)CCCN2C(=O)C1CCCO1 (configuration not stated) | i | i | 1.3 | -8.3 | i | i | i | -6.4 | i | i | i
CC(C)CN1CCN(C(=O)CCc2nnc(Cc3c[nH]c4ccccc34)o2)[C@@H](C)C1=O | i | i | 5.6 | -7.8 | i | i | i | 0.8 | i | i | i
COc1nc(C)ccc1-c1noc(-c2cccnc2)n1 | i | i | 2.6 | -4.1 | i | i | i | 0.3 | i | i | i
CCCCCCNc1nc(-c2ccc(OC)cc2)c(CCC(=O)O)s1 | i | i | -3.6 | -9.1 | i | i | i | -8.8 | i | i | i
CCOC(=O)C1=NOC(CN(c2ccccc2)S(=O)(=O)c2ccc(Cl)cc2)C1 (configuration not stated) | i | i | -9.9 | -2.6 | i | i | i | 3.9 | i | i | i
CCOC(=O)c1c(S(=O)(=O)N2CCN(Cc3ccccc3)CC2)c(C)n(C)c1C | i | i | -4.5 | -2.0 | i | i | i | -3.5 | i | i | i
CC(C)(C)n1cnc2cc(NS(=O)(=O)c3ccc(Br)cc3)ccc21 | i | i | 3.0 | -14.3 | i | 25* | i | 4.6 | i | i | i
O=S1(=O)CCC(S(=O)(=O)N2CCCCCC2)C1 (configuration not stated) | i | i | 0.0 | -3.0 | i | i | i | 7.9 | i | i | i
CCCC(c1nnnn1CCc1ccccc1)N1CCN(C2CCCC2)CC1 (configuration not stated) | . | . | 0.3 | . | . | i | . | 0.0 | i | . | i
Cc1ccc(-c2csc(N3N=C(c4ccccc4)/C(=C\c4ccc(N(C)C)cc4)C3=O)n2)cc1 | i | i | . | -10.2 | i | i | i | 4.3 | . | i | .
CCn1cc([N+](=O)[O-])c(C(=O)Nc2nc3ccc(OC)cc3s2)n1 | i | i | 2.0 | -6.3 | i | i | i | 11.3 | i | i | i
CC(=O)N1CCN(C(=S)NC(=O)c2ccc(S(=O)(=O)N3CCOCC3)cc2)CC1 | i | i | -5.2 | -1.3 | i | i | i | -0.4 | i | i | i
N#Cc1cccc(CN2CCCN(Cc3ccc(F)cc3)S2(=O)=O)c1 | i | i | -1.6 | -3.6 | i | i | i | 2.1 | i | i | -9.17*
COC(=O)[C@H]1C[C@H](C(=O)O)[C@@H](C)C1(C)C | . | . | -2.0 | . | . | i | . | -1.8 | i | . | i
O=C(Nc1cccc(C(=O)N2CCOCC2)c1)c1cccnc1 | i | i | -3.0 | -5.7 | i | i | i | -4.1 | i | i | i
Clc1ccc(OCc2cn3cccnc3n2)c2ncccc12 | i | i | 2.0 | -3.7 | i | . | i | . | i | i | i
Cc1ccc(NC(=O)NCc2ccc3c(c2)OCO3)cc1C | i | i | -1.4 | -5.9 | i | i | i | 3.8 | i | i | i
C=CCN1C(=O)/C(=C2/Sc3ccccc3N2CCCS(=O)(=O)O)SC1=S | i | i | 0.0 | -8.1 | i | i | i | 11.6 | i | i | i
CC(=O)N(CCc1cccc(C)c1)Cc1cc2ccc(C)cc2[nH]c1=O | i | i | 6.6 | -0.1 | i | i | i | -13.7 | i | i | i
COc1cc(NC(=O)c2c(F)cccc2F)nc(OC)n1 | i | i | -1.2 | -5.8 | i | i | i | 2.9 | i | i | i
O=C(CCc1ccc(S(=O)(=O)N2CCOCC2)cc1)NCCc1ccccn1 | i | i | -8.9 | -6.0 | i | i | i | 1.6 | i | i | i
CCC(CC)C(=O)NCc1cccnc1 | i | i | . | -3.2 | i | i | i | 1.6 | i | i | i
CCOc1ccc(-n2c(SCC(=O)Nc3ccccc3CC)nc3n[nH]c(C)c3c2=N)cc1 | i | i | . | -12.1 | i | i | i | 6.5 | . | i | .
O=C(COc1ccc([N+](=O)[O-])cc1)Nc1ccc2c(c1)nc1n2CCOC1 | i | i | -3.7 | 1.2 | i | i | i | -2.8 | i | i | i
Cc1ccc(CCC(=O)Nc2ccc(Br)cc2)o1 | i | i | . | -6.1 | i | i | i | 6.0 | i | i | i
Cc1ccc(CNC(=S)NC2CCC(C(C)(C)C)CC2)cc1 (configuration not stated) | i | i | -7.0 | -19.3 | i | i | 13* | 5.9 | i | i | i
O=C(NC(=S)Nc1ccccc1Cl)c1csnn1 | i | i | 4.4 | 59.8* | i | i | i | -2.2 | i | i | i
CCC(C)c1ccccc1N1CC(C(=O)N2CCN(S(=O)(=O)c3ccccc3Br)CC2)CC1=O (configuration not stated) | i | i | 7.0 | -12.0 | i | i | i | 2.0 | i | i | i
COc1cccc(NC(=O)CN2CCSc3ccccc32)c1 | i | i | -3.9 | -21.1 | i | i | i | 2.2 | i | i | i
COc1cccc(OC)c1C(=O)OCC(=O)Nc1ccc(OC(F)(F)F)cc1 | i | i | 0.0 | -12.5 | i | i | i | 3.9 | i | i | i
CCc1cccc(CC)c1NC(=O)CO/N=C(\C)c1cccs1 | i | i | -5.5 | -13.6 | i | i | i | -0.3 | i | i | i
CSc1ccccc1NC(=O)c1onc(C)c1Cl | i | i | -0.2 | -12.5 | i | i | i | 1.5 | i | i | i
COc1ccc(Br)cc1C(=O)NCc1cccnc1 | i | i | -1.9 | -14.9 | i | i | i | -0.6 | i | i | i
O=C(/C=C/c1ccco1)NC(=S)Nc1ccc(Cl)cn1 | i | i | 5.8 | -4.3 | i | i | i | . | i | i | i
CC(C)CC(NC(=O)C(CC(C)C)NC(=O)OC(C)(C)C)C(N)=O (configuration not stated) | i | i | -4.6 | -7.4 | i | i | i | 2.5 | i | i | i
CC1C(=O)N2CCCc3cc(NC(=O)C4CCCCC4)cc1c32 (configuration not stated) | i | i | 3.2 | -9.2 | i | i | i | -5.0 | i | i | i
CC(=O)N1CCN(CC(=O)Nc2c(Cl)cc(Cl)cc2Cl)CC1 | i | i | 5.3 | 1.5 | i | i | i | 5.7 | i | i | i
CCC(CC)C(=O)Nc1cccc(C(=O)NCc2ccco2)c1 | i | i | -3.8 | -0.5 | i | i | i | 0.2 | i | i | i
O=C(CN1CCN(c2ccccc2)CC1)N1CCN(c2ccccc2)CC1 | i | i | 0.3 | -0.1 | i | i | i | -1.4 | i | i | i
CCCC(=O)N1CCC(Cc2ccccc2)CC1 | i | i | 2.0 | -13.9 | i | i | i | 3.1 | i | i | i
CCOc1ccccc1C(=O)NC(C)c1ccc(-n2ccnc2)cc1 (configuration not stated) | i | i | -5.0 | -5.4 | i | i | i | -0.4 | i | i | i
COc1ccccc1C(c1nnnn1C(C)(C)C)N1CCN(C(=O)c2ccco2)CC1 (configuration not stated) | -13.6* | i | -4.7 | -3.0 | i | i | i | 6.1 | i | i | i
CN1C(C)(C)CC(NC(=O)c2ccco2)CC1(C)C | i | i | 0.7 | -9.6 | i | i | i | 2.4 | i | i | i
CN(C)CC(CCC(CN(C)C)C(O)(c1ccccc1)c1ccccc1)C(O)(c1ccccc1)c1ccccc1 (configuration not stated) | i | i | . | -7.1 | i | . | i | . | . | i | .
CCOC(=O)C1CCN(C(=O)C(=O)Nc2ccc3nc4n(c(=O)c3c2)CCCCC4)CC1 | i | i | 2.1 | -10.6 | i | i | i | . | i | i | i
Cc1ccc(/C=C/C(=O)N(Cc2cccs2)C2CCS(=O)(=O)C2)cc1 (configuration not stated) | i | i | . | -14.2 | i | i | i | 0.0 | i | i | i
Cc1ccc(CC(=O)NCCS(=O)c2ccc(C)cc2)cc1 (configuration not stated) | i | i | -3.2 | -7.4 | i | i | i | 2.7 | i | i | i
Cc1ccc(NC(=O)c2cccc(OCc3c(C)noc3C)c2)cc1 | i | i | 2.8 | -0.1 | i | i | i | 5.5 | i | i | i
Cc1ccccc1-c1nc(CS(=O)CC(=O)NCCCN(C)c2ccccc2)c(C)o1 (configuration not stated) | i | i | 3.2 | -12.7 | i | i | i | 0.2 | i | i | i
O=[N+]([O-])c1cc(/C=N/N2CCOCC2)cs1 | i | i | 2.2 | -5.0 | i | i | i | -5.9 | i | i | i
COc1ccc(NC(=O)c2ccc(NC(=O)c3ccncc3)cc2)cc1 | i | i | -8.4 | -4.5 | i | i | i | -12.0 | i | i | i
CN(C)C(=S)NC(=NCc1ccc([N+](=O)[O-])cc1)c1ccccc1 | i | i | 1.4 | -8.7 | i | i | i | 2.8 | i | i | i
O=C(Nc1nc(=S)ss1)c1ccc(Cl)cc1Cl | i | i | 5.4 | 40.9* | 15* | 100* | i | 5.8 | i | i | i
O=C(CCC1CCCC1)N=C1SC2CS(=O)(=O)CC2N1c1ccccc1F (configuration not stated) | i | i | 3.6 | -7.3 | i | i | i | 0.5 | i | i | i

More structures follow:
SMILES | KCNK9 inh | TRPC4 potent | DYRK1A inh | hERG rescue | KCNQ1 pot | ANO1 block | KCNQ1 inh | HDAC3 inhib | TMEM16A act | TRPC4 act | KCNK3 block
COc1ccc(NC(=O)CSCC(=O)N(C)CC(=O)Nc2cccc3ccccc23)cc1 | i | i | -7.4 | -12.0 | i | i | i | 0.2 | i | i | i
CC(=O)Nc1c(O)nc(SCC(=O)Nc2nnc(CC(C)C)s2)[nH]c1=O | . | . | 15.2 | . | . | i | . | 2.2 | i | . | i
O=C(Nc1ccc(Cl)cn1)C1CCN(c2ncnc3c2nc2n3CCCCC2)CC1 | i | i | 4.2 | -4.0 | i | i | i | 3.8 | i | i | i
C/C(=N\NS(=O)(=O)c1ccc([N+](=O)[O-])cc1)c1c[nH]c2ccccc12 | i | i | 1.7 | -8.8 | i | i | i | 3.6 | i | i | i

Source: PubChem BioAssay
